A-T KAP1 phos: qHTS Assay for Identifying a Potential Treatment of Ataxia-Telangiectasia | 0.19% of 320,000 active | AID 485349, 2010 | Potency, µM (titrated, usually from 57.5 µM), for inactives: at the top dose activation, most hits filed as activators | […] A-T fibroblasts, KAP-1 phosphorylation AlphaLISA; neocarzinostatin DNA damage 30 min before lysis; also: potency is read from the fitted curve at half-maximal effect; % of control where 0% means no effect; nearly all actives have a fitted effect of over 45% in size
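hTERT-immortalized A-T patient fibroblasts ([…]), 500 cells/well in OPTI-MEM, 1% FBS, got compounds for 60 min, then NCS for 30 min at 37C. Lysates were then assayed for phospho-KAP-1 by AlphaLISA (anti-pKAP1 donor, anti-KAP1 acceptor beads), 6 hr at 25C.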
CXXC DNA block: qHTS Fluorescence Polarization Assay for Inhibitors of MLL CXXC domain - DNA interaction. Histone-lysine N-methyltransferase 2A (Homo sapiens), Q03164. MLL-CXXC / FITC-HOXA9 DNA fluorescence polarization. Potency, µM (titrated, usually from 115 µM), without a hit: top-dose activity change, negative = inhibition, most hits filed as inhibitors. 0.037% of 290,000 active. AID 2662, 2010; active = well fitted inhibition curve with a large enough effect in the polarisation, with a control signal flat, not every such curve was filed as active; inconclusive = small, poorly fitted or top-dose-only effect, or effect the other way, or a change in a side signal; inactive = no such curve, though single readings can be large or run the other way; the % refers to the polarisation; also: potency is read from the fitted curve at half-maximal effect
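Purified MLL-CXXC (added from a 7 uM solution) was preincubated 5 min at ambient with pinned compounds in 50 mM Tris-HCl pH 7.5, 50 mM NaCl, 1 mM DTT, 0.05% BSA. Fluorescein-labeled HOX-A9 DNA (50 nM solution) followed, 30 min, then polarization read.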
p53 reactivation: qHTS assay for re-activators of p53 using a Luc reporter. H1299 p53-A138V BP100-luciferase reporter, luminescence, 24 h. Potency, µM (series often up to 92.2 µM), without a hit: top-dose activity change, positive = activation, usual class: activators. 0.063% of 320,000 active; also: potency is read from the fitted curve at half-maximal effect; % of control where 0% means no effect; nearly all actives have a fitted effect of over 45% in size
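p53-null H1299 cells stably carrying temperature-sensitive p53-A138V and a BP100-luciferase reporter were pinned with compounds (4-point, 1:5 series) and held 24 hrs at 37 deg C. Luminescence was read 10 min after detection reagent.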
ELG1 DNA repair: qHTS screen for small molecules that inhibit ELG1-dependent DNA repair in human embryonic kidney (HEK293T) cells expressing luciferase-tagged ELG1; HEK293T ELG1-luciferase reporter, luminescence, 16 h; DNA damage induced by 5-fluorouridine; Potency, µM (top dose mostly 46.1 µM), without a hit: top-dose activity change, negative = inhibition, most hits filed as inhibitors; 2.3% of 330,000 active; also: potency is read from the fitted curve at half-maximal effect; % is scaled to controls: 0 for no effect and ±100 for the full control effect; nearly all actives have a fitted effect of over 55% in size
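Luminescence from the luciferase reporter, measured 30 min after ONE-Glo reagent at room temperature, was the read-out. Beforehand, 2,000 cells per well were exposed for 16 hr at 37 °C to 5-fluorouridine together with compound or vehicle.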
B2AR arrestin: qHTS assay of beta-arrestin-biased ligands of beta2-adrenergic receptor. Beta-2 adrenergic receptor (Homo sapiens), P07550. beta-arrestin recruitment to beta2AR, cell-based reporter. Potency, µM (doses to about 46.1 µM), for inactives: top-dose activation, usual class: activators. 0.02% of 330,000 active. AID 492947, 2010;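 also: potency is read from the fitted curve at half-maximal effect; 0% = DMSO controls and full agonism = EC100 isoproterenol or metaproterenol; nearly all actives have a fitted effect of over 65% in size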
TCR act: Activators of T cell receptors: qHTS campaign | primary human leukocytes, anti-CD3, IL-2 HTRF, 48 h | Potency, µM (doses to about 9.22 µM), without a hit: at the highest dose activation of IL-2 secretion, hits mostly activators | 330,000 tested, under 10 active | AID 504894, 2011; also: % of control where 0% means no effect
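Compounds are tested in HTS on primary human leukocytes co-incubated with a-CD3 beads for 48 hr. IL-2 output is measured by time-resolved FRET.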
BRCA1 expr act: qHTS Assay to Identify Small Molecule Activators of BRCA1 Expression | AID 624202, 2012 | MCF7-BRCA1-FFLuc reporter, luminescence, 48 h; response scale: scaled: vehicle 0%, 10 µM genistein 100% | 1.1% of 380,000 active | Potency, µM (doses to about 46.1 µM), without a hit: at the top dose activation, actives largely listed as activators; also: potency is read from the fitted curve at half-maximal effect; nearly all actives have a fitted effect of over 80% in size; some results filed as inactive show a strong effect at the top dose
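Using MCF7 cells harboring a BRCA1 firefly luciferase reporter, plated 2 h before compound pinning, the screen measured luminescence after 48 h incubation. Responses were normalized to DMSO and 10 microM genistein, then fitted for concentration-effect.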
PTAP TSG101 blk: qHTS Assay for Iinhibitors of HIV-1 Budding by Blocking the Interaction of PTAP/TSG101; Fluorescence polarization, FITC-PTAP peptide / Tsg101 binding; AID 493005, 2010; Potency, µM (series often up to 115 µM), without a hit: at the highest dose activity change, negative = inhibition, hits mostly inhibitors; Tumor susceptibility gene 101 protein (Homo sapiens), Q99816; 340,000 tested, under 10 active; active = well fitted inhibition curve with a large enough effect in the main read-out, with a control signal flat, not every such curve was filed as active; inconclusive = small, poorly fitted or top-dose-only effect, or effect the other way, or a change in a side signal; inactive = no such curve, though single readings can be large or run the other way; also: potency is read from the fitted curve at half-maximal effect; % of control where 0% means no effect
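Fluorescence polarization binding of Tsg101 binding domain (10 uM final) to FITC-labeled PTAP peptide (50 nM final) in HEPES pH 7.5 buffer with NaCl, Tween 20, EDTA, TCEP. Compounds added before peptide; binding 20 min at RT.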
Integrin act MD: qHTS for Activators of Integrin-Mediated Alleviation for Muscular Dystrophy; 0.064% of 350,000 active; alpha7betagal myoblasts, beta-gal FDG fluorescence, 48 h; Potency, µM (titrated, usually from 38.3 µM), without a hit: top-dose activation, hits mostly activators;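 also: potency is read from the fitted curve at half-maximal effect; 100% = response of the positive control SU9516; nearly all actives have a fitted effect of over 60% in size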
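alpha7betagal+/- myoblasts (passage 13, 250/well) treated 48 h at 37C with compounds at 1:260 dilution of DMSO stock. Lysed, then beta-galactosidase activity read as FDG fluorescence (ex 480/em 540) after 30 min, with pre-read for autofluorescence.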
TRPV1 ag: HTS Assay for Compounds that Act as Agonists of the Vanilloid Receptor 1. Transient receptor potential cation channel subfamily V member 1 (Homo sapiens), Q8NER1. TRPV1-expressing cells, Fluo-8 calcium influx, agonist mode. activation, % at 8.33 µM. 0.19% of 320,000 active. AID 540275, 2011; in the data active = activation above about 80%; inconclusive = between about 30% and that limit; also: 0% is about no effect
Target sequence (Q8NER1 whole entry, looked up): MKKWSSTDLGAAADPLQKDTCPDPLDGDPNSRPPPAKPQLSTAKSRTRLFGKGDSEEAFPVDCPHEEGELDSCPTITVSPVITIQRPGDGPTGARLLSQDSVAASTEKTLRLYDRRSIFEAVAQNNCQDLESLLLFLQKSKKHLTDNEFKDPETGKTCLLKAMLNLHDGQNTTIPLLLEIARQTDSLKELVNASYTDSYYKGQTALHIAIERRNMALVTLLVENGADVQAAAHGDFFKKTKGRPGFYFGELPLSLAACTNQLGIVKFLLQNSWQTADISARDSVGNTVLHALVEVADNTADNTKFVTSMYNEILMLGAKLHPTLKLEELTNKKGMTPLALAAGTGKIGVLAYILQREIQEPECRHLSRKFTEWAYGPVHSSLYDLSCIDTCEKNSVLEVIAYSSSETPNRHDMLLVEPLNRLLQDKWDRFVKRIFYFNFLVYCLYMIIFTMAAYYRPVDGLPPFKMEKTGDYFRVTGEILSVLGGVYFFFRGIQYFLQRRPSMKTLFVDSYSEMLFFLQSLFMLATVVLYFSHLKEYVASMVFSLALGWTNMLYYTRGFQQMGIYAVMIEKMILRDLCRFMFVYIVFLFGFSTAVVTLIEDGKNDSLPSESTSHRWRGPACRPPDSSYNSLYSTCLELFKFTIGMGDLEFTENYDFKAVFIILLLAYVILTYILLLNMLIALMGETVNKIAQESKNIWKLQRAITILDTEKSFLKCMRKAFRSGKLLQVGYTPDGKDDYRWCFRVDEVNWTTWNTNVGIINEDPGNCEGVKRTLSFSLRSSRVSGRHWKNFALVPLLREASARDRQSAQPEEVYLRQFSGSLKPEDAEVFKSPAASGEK
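Fluo-8 calcium influx in TRPV1-expressing cells, kinetic read (ex 480/em 520 nm). Compound added and read 3 min for agonist activity, followed by capsaicin at EC20 final and 2 min further read for enhancement.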
Numbers without * were called inactive; ? = inconclusive; . = no result given; [ ] = another dose, or the depositor's remark. Unless noted, calls follow the shape of the dose curve; as a rule, active = well fitted curve in the direction sought with a large enough effect; inconclusive = small, poorly fitted or top-dose-only effect, or another doubt; inactive = no such curve, though single readings can be large; an effect the other way counts as inactive or inconclusive.

SMILES | A-T KAP1 phos | CXXC DNA block | p53 reactivation | ELG1 DNA repair | B2AR arrestin | TCR act | BRCA1 expr act | PTAP TSG101 blk | Integrin act MD | TRPV1 ag
CCOC(=O)c1ccc(Nc2sc(C(=O)c3cccc([N+](=O)[O-])c3)c(N)c2C#N)cc1 | -1% | 4% | 16% | ? | -1.1% | 4% | -38% | ? | 2% | -1
CCN(CC)S(=O)(=O)c1cccc(C(=O)OCC(=O)C23CC4CC(CC(C4)C2)C3)c1 | 8% | -4% | 0% | ? | -0.2% | -1% | -44% | 0% | -19% | 4
CCN(CC)S(=O)(=O)c1ccc(C)c(NC(=O)COC(=O)CCC(=O)c2cccs2)c1 | -5% | . | 7% | 1% | -0.1% | -13% | 2% | 1% | 10% | 5
COC(=O)c1sc(-c2ccc(Cl)cc2)cc1NC(=O)/C=C/C(=O)O | 5% | 129%[activator] | -5% | -23% | -0.8% | 6% | -37% | -8% | ? | 1
CCOc1cccc(/C(O)=C2/C(=O)C(=O)N(CCN3CCOCC3)C2c2ccncc2)c1 (stereo not given) | 5% | 5% | -1% | 2% | 0.1% | . | . | . | . | -4
O=C(O)c1ccc2c(c1)C(=O)/C(=C\c1ccco1)C2=O | -1% | 32µM* | -6% | -4% | 0.1% | 3% | -5% | -5% | 11% | 0
O=C(Nc1ccc(CN2CCCCC2)cc1)c1sc2ccccc2c1Cl | -3% | 3% | 2% | ? | -1.2% | -13% | ? | 0% | -25% | 4
O=C(NC1CC1)c1cc2cc(Br)ccc2s1 | 7% | ? | -13% | 21% | 2.5% | -4% | 84% | -4% | -21% | ?
CCOC(=O)c1cn2nc(Oc3ccc(C(=O)OC)cc3)ccc2n1 | -4% | ? | 0% | 17% | 0.0% | 0% | 0% | -3% | -21% | -8
COC(=O)[C@@]12CCCN1[C@H](c1ccc(-c3cccc(Cl)c3)c(OC)c1)[C@H]1C(=O)N(C)C(=O)[C@H]12 | 0% | . | -10% | ? | 0.8% | 1% | -3% | 1% | -7% | 17

One compound at a time, as listed above. Values in the order: A-T KAP1 phos, CXXC DNA block, p53 reactivation, ELG1 DNA repair, B2AR arrestin, TCR act, BRCA1 expr act, PTAP TSG101 blk, Integrin act MD, TRPV1 ag
`O=C(Nc1ccc(CN2CCCCC2)cc1)c1sc2ccccc2c1Cl` as listed: -3%, 3%, 2%, ?, -1.2%, -13%, ?, 0%, -25%, 4
`CCN(CC)S(=O)(=O)c1cccc(C(=O)OCC(=O)C23CC4CC(CC(C4)C2)C3)c1` as listed: 8%, -4%, 0%, ?, -0.2%, -1%, -44%, 0%, -19%, 4
`CCOC(=O)c1cn2nc(Oc3ccc(C(=O)OC)cc3)ccc2n1` as listed: -4%, ?, 0%, 17%, 0.0%, 0%, 0%, -3%, -21%, -8
`O=C(NC1CC1)c1cc2cc(Br)ccc2s1` as listed: 7%, ?, -13%, 21%, 2.5%, -4%, 84%, -4%, -21%, ?
`COC(=O)c1sc(-c2ccc(Cl)cc2)cc1NC(=O)/C=C/C(=O)O` as listed: 5%, 129%[activator], -5%, -23%, -0.8%, 6%, -37%, -8%, ?, 1

The results go on.
SMILES | A-T KAP1 phos | CXXC DNA block | p53 reactivation | ELG1 DNA repair | B2AR arrestin | TCR act | BRCA1 expr act | PTAP TSG101 blk | Integrin act MD | TRPV1 ag
CN(C)CCCN1C(=O)c2oc3ccccc3c(=O)c2C1c1cccs1 (stereo not given) | 1% | 1% | 9% | 13% | -0.2% | 1% | 2% | -6% | -16% | 2
COc1ccc(C2CC(c3ccncc3)=NN2c2ccc(S(N)(=O)=O)cc2)cc1 (stereo not given) | -1% | . | 20% | ? | -0.3% | -11%[46.1 µM] | 91% | ? | 0% | .
Cc1nn(C)c(C)c1/C=C/C(=O)c1ccccc1 | -2% | 9% | ? | ? | -0.2% | -3% | 63% | -2% | 0% | 13
Cc1ccc(CNC(=O)C2(C)Oc3ccccc3NC2=O)cc1 (stereo not given) | 0% | 20% | 1% | 7% | 0.2% | 0% | 0% | -5% | 5% | -2
CN(C)c1ccc(/C=N/NC(=O)c2ccc(CN3CCOCC3)cc2)cc1Br | 1% | 4% | -1% | ? | -1.2% | -26% | -42% | 1% | 37% | 24
Nc1nc(SCC(=O)Nc2ccc(F)cc2)[nH]c(=O)c1NC(=O)c1ccc(F)c(F)c1 | -3% | 1% | 1% | 16% | -0.4% | 6% | 0% | 1% | ? | -1
CCOC(=O)C1(CCCc2ccccc2)CCN(C(=O)CSC)CC1 | 5% | 0% | . | -3% | -0.1% | -7% | -6% | -2% | -6% | ?
Cc1nc(SCc2ccccc2)[nH]c(=O)c1CC(=O)OCC(C)C | -7% | -16% | -1% | -1% | 0.2% | 0% | 12% | 1% | -13% | 9
COc1ccc(OC)c(S(=O)(=O)N2CCCCC2C(=O)O)c1 (stereo not given) | . | -2% | -3% | 11% | 0.0% | 12% | 0% | -3% | 6% | -3
Cc1cc(Cl)c(S(=O)(=O)N2CCN(c3ccccn3)CC2)cc1OCC(N)=O | -8% | 1% | -5% | ? | -0.6% | -4% | 12% | 0% | 12% | 0
CC1CCN(C(=O)c2nc[nH]c2C(=O)N2CCc3ccccc3C2)CC1 | -5% | . | -19% | 28% | 0.1% | -4% | 5% | . | 0% | -3
Clc1ccc2c(NCc3ccccc3)ccnc2c1 | 0% | -4% | -6% | ? | -0.1% | -3% | -31% | 0% | -47%[inhibitor] | 3
COc1cc(C2C(C#N)=C(N)N(c3ccc(F)cc3)C3=C2S(=O)(=O)CC3)ccc1O (stereo not given) | 0% | 10% | 0% | -3% | 0.3% | -2% | 9% | -4% | -4% | -1
CC(C)CCNC(=O)C1CCCN(S(=O)(=O)c2ccc(F)cc2)C1 (stereo not given) | 1% | -2% | 4% | -26% | -0.6% | -5% | 1% | 0% | 9% | 17
Nc1ccc(C(=O)N/N=C\C=C\c2cccc([N+](=O)[O-])c2)cc1 | -10% | -4% | -9% | -5% | -0.1% | -2% | 4% | 0% | -28% | 0
COc1ccc(NC(=O)CSCC(=O)N(C)Cc2ccc(Cl)c(Cl)c2)cc1 | -9% | . | 1% | ? | 0.2% | -3% | -34% | -3% | 5% | 29
COC(=O)c1nn(-c2ccc(-c3ccccc3)cc2)cc1O | 6% | -8% | 31% | ? | -0.8% | 3% | -40% | -1% | 8% | 0
O=C(O)c1ccc(/C=N/NC(=O)c2cc3ccccc3cc2O)cc1 | 3% | . | 5% | -10% | -0.6% | -1% | -17% | -7% | -2% | .
O=C(CCc1nc2ccccc2s1)Nc1ccccc1 | 2% | 4% | 17% | 15% | -0.1% | -3%[46.1 µM] | -1% | -4% | 0% | ?
Cc1cnc2c(c1)C(=O)c1ccccc1-2 | 4% | 46%[activator] | 9% | 25% | 0.0% | 2% | 4% | -2% | -21% | -3
COc1ccc(-n2c(CSc3nc(C)cc(C)n3)nnc2SCC(=O)Nc2nccs2)cc1 | 9% | 14% | 1% | -12% | -0.3% | 5% | 7% | -3% | -14% | 6
Cc1occc1C(=O)Nc1ccc2c(c1)OCCO2 | 6% | 2% | 15% | ? | 0.4% | 7% | ? | -3% | -9% | -5
Cc1ccc(OCC(=O)N(c2ccccn2)C2CCCCC2)c(C)c1 | 12% | -2% | 27% | 10% | -0.5% | 2% | -36% | -1% | 2% | 12
Cc1c(C(=O)N2CCN(Cc3cccs3)CC2)oc2ccccc12 | 10% | . | 18% | 10% | -1.9% | 9% | 37% | -8% | 22% | 14
COc1cc2c3c(c1OC)C1(C=CC(=NO)C=C1)CC3N(C(C)=O)CC2 (stereo not given) | -4% | 1% | 2% | 3% | -0.3% | -3% | 0% | -7% | -10% | 4
O=C(Nc1ccc(NC(=O)C2CC2)nc1)c1cccnc1 | . | -11% | 6% | 0% | 0.2% | 4% | -24% | -3% | -21% | 6
CC(=O)c1cccc(NC(=O)CSc2nc(=O)n(CCCN3CCOCC3)c3c2CCC3)c1 | -9% | . | -3% | -1% | 0.0% | 2% | -4% | -3% | -1% | -1
Cc1[nH]n(-c2ccccc2)c(=O)c1C(=O)c1cccc(F)c1 | -3% | 3% | 1% | 0% | 0.5% | 2% | -18% | -6% | 38% | -2
